High-throughput results from PubChem.
PAFAH1B3 FP inh: inhibitors of human PAFAH1B3; Q15102; recombinant PAFAH1B3, FP-rhodamine probe, fluorescence polarization; inhibition, % at 3.39 µM; 340,000 compounds, 0.28% hits; AID 492972;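 active = inhibition above the screen-wide average of all tested compounds plus 3 SD, cut at about 25% in these data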;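 also: 0% = enzyme with DMSO only and 100% = wells lacking PAFAH1B3 protein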
Target sequence (Q15102 whole entry, looked up): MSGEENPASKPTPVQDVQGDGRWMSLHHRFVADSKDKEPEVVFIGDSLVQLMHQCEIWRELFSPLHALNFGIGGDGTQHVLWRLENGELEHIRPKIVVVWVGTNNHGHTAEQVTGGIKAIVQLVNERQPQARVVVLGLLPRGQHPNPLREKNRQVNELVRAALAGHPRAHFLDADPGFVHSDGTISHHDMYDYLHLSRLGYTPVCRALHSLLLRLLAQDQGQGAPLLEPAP
PAFAH2 FP inh: inhibitors of human PAFAH2; 340,000 compounds, 0.99% hits; inhibition, % at 3.39 µM; recombinant PAFAH2, FP-rhodamine activity probe, fluorescence polarization; AID 492956; Q99487;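 active = inhibition above the mean over all tested compounds plus 3 SD, cut at about 30% in these data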;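 also: inhibitors block probe labeling of enzyme so polarization drops; 0% = enzyme with DMSO and 100% = wells lacking PAFAH2 protein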
Active calls of the source: *.

smiles | PAFAH1B3 FP inh | PAFAH2 FP inh
Cc1nn(C2CC(O)C(O)C(CO)O2)c(=O)[nH]c1=O (configuration not stated) | 2 | 0
Nc1nn2c(-c3ccccc3)cc(=O)[nH]c2c1N=Nc1ccc(Br)cc1 | 7 | 19
O=c1[nH]c(O)c(C=Nc2ccc(Cl)cc2Cl)c(=O)[nH]1 | -6 | -8
O=C(Nc1ccc([N+](=O)[O-])cc1)NN1CCCCCC1 | 5 | -3
O=C(COC(=O)c1cccc(Br)c1)NC(=O)NC1CCCC1 | 8 | 1
CC(C)(C)S(=O)N1Cc2cc(=O)n(Cc3ccccc3)cc2[C@@H]1CCO (some centres not stated) | 2 | -2
COc1cccc(CN(C)C(=O)c2ccc(Cl)c(S(=O)(=O)N3CCCCCC3)c2)c1OC | -5 | 4
COCCN(C(=O)COC(=O)CNC(=O)c1ccc(C)cc1)c1c(N)n(Cc2ccccc2)c(=O)[nH]c1=O | 16 | 3
COC(=O)C1=NNC(C(=O)OC)C1c1ccccc1 (configuration not stated) | 9 | -3
O=[N+]([O-])c1cc(Br)c(O)c(/C=N/Nc2nc3ccccc3s2)c1 | 16 | 20
COc1ccc(N2C(=O)C(F)(F)C2c2ccccc2F)cc1 (configuration not stated) | 0 | 1
CC(=O)Nc1c(Br)cc2c(c1Br)C(=O)c1ccccc1-2 | 5 | 3
O=C(NCCCN1CCN(c2cccc(Cl)c2)CC1)C1CCC(=O)N1Cc1ccccc1Cl (configuration not stated) | 5 | -5
CCOC(=O)C1=C(C)NC(=O)NC1c1ccc(N(C)C)cc1 (configuration not stated) | -4 | -1
O=C(/C=C/c1ccccc1)COC(=O)c1ccccc1 | 10 | 12
O=C(Cc1ccc(Cl)c(Cl)c1)Nc1ccccc1N1CCCC1 | 6 | -7
C[n+]1c(-c2ccc(C=NNC(=O)c3ccc(C(=O)NN=Cc4ccc(-c5cn6ccccc6[n+]5C)cc4)cc3)cc2)cn2ccccc21 | 4 | 4
CC1=CC(C)(C)NC(=S)N1c1cccc(Cl)c1 | 5 | 5
Cc1nc(C)c(-c2csc(Nc3ccc(C(=O)O)c(O)c3)n2)s1 | 11 | 10
NC(=O)C1CCCN(C(=O)c2cccc(NC(=O)c3cccs3)c2)C1 (configuration not stated) | 7 | -3
COC(=O)CCCC(=O)N1CCCC(C(=O)c2ccccc2SC)C1 (configuration not stated) | 3 | 3
CCOC(=O)c1c(C)[nH]c(C(=O)OCCOc2ccccc2C)c1C | -2 | 5
O=C(COC(=O)C1=Cc2ccccc2OC1)NCc1ccc(F)cc1 | 4 | 7
COC(=O)c1ccc(COC(=O)CCNS(=O)(=O)c2ccc(C)c(C)c2)cc1 | 5 | 11
CCOC(=O)c1cc2c(c(CCO)n1)[C@@H](CCO)N(S(=O)C(C)(C)C)C2 (some centres not stated) | 4 | 2
FC(F)(F)c1ccccc1NC(=S)Nn1cnnc1 | -1 | -2
O=C(Nc1ccnn1C1CCN(Cc2ccc(F)cc2)CC1)C1CC1 | 0 | 6
O=[N+]([O-])c1cc(Br)ccc1C[n+]1ccccc1 | 6 | 1
NC(=O)C1CCCN(C(=O)c2ccc(-c3cccc(Cl)c3Cl)o2)C1 (configuration not stated) | 7 | 12
CCCCN1CC(COCc2ccccc2)Oc2cccc(OCCN3C(=O)[C@@H]4[C@H](C3=O)C3C=C[C@H]4C3)c2S1(=O)=O (some centres not stated) | 4 | 3

5 of these compounds, reformatted:
Second line of a record: PAFAH1B3 FP inh, PAFAH2 FP inh
Cc1nc(C)c(-c2csc(Nc3ccc(C(=O)O)c(O)c3)n2)s1
    11, 10
NC(=O)C1CCCN(C(=O)c2cccc(NC(=O)c3cccs3)c2)C1 (configuration not stated)
    7, -3
COC(=O)CCCC(=O)N1CCCC(C(=O)c2ccccc2SC)C1 (configuration not stated)
    3, 3
CCOC(=O)c1c(C)[nH]c(C(=O)OCCOc2ccccc2C)c1C
    -2, 5
O=C(COC(=O)C1=Cc2ccccc2OC1)NCc1ccc(F)cc1
    4, 7

The list continues.
smiles | PAFAH1B3 FP inh | PAFAH2 FP inh
CCC(=O)Nc1ccc(C(=O)NNC(=O)c2ccc(Cl)cc2)cc1 | 14 | -2
Cc1cc(Nc2ccc(Cl)cc2)n2ncnc2n1 | 8 | -2
Cc1c(C(=O)NCc2ccccc2CN2CCCC2)oc2ccccc12 | 4 | 3
CN1C(=CC=C2C=C(I)C(=O)C(I)=C2)C(C)(C)c2ccccc21 | -386 | -333
O=C(Nc1ccc(N2CCOCC2)cc1)c1cnsn1 | 6 | -7
Cc1ccc(C)c(Cn2nc3c4ccccc4n(Cc4ccccc4)cc-3c2=O)c1 | 3 | 9
CCOC(=O)C1CCCN(C2=NC(=O)/C(=C/c3ccc(OC)cc3OC)S2)C1 (configuration not stated) | 1 | 0
CC(C)C(NC(=O)CN1C(=O)c2ccccc2C1=O)c1ccccc1 (configuration not stated) | -2 | 13
CN(Cc1ccccc1)C(=O)c1cccc(NC(=O)Cc2ccc(NC(=O)C3CCCN(C(=O)C4CCCC4)C3)cc2)c1 (configuration not stated) | 6 | -5
CCOC(=O)C1CCCN(C(=O)c2ccc(Cl)c(S(=O)(=O)N3CCc4ccccc43)c2)C1 (configuration not stated) | 8 | 0
CC(=O)Nc1ccc(S(=O)(=O)N(C)CC(=O)Nc2nc3ccccc3[nH]2)cc1 | 2 | 1
CCCSc1nc(N)nc2c1ncn2C1OC(CO)C(O)C1O (configuration not stated) | 2 | 6
COc1ccc(CC(=O)Nc2nnc(C(C)C)s2)cc1 | 13 | -5
CCN(CC)CCNC(=O)c1ccc(NC(=O)c2ccc(S(=O)(=O)N(C)c3ccccc3OC)cc2)cc1 | 5 | 2
CC(C)(C)S(=O)(=O)N1Cc2cc(=O)n(Cc3ccccc3)c(CCO)c2[C@H]1CCO | 14 | -2
CSc1ccccc1NC(=S)NC1CCCC1 | 4 | 0
Cc1cccc2sc(NC(=O)Cn3c(C)csc3=O)nc12 | -2 | -7
NC1=C(Cl)C(=O)c2ccccc2C1=O | 21 | 3
COc1cc(C2/C(=C(\O)c3ccc4c(c3)OCCO4)C(=O)C(=O)N2CCN2CCOCC2)cc(OC)c1OC (configuration not stated) | -6 | -4
O=C(CSc1ncnc2sccc12)Nc1ccc(S(=O)(=O)N2CCOCC2)cc1 | 11 | 2
COC1=C(C)C(=O)C2=C(C1=O)C1C3CC4=C(C(=O)C(OC)=C(C)C4=O)C(CNC(=O)C(C)=O)N3C(C#N)C(C2)N1C (configuration not stated) | 9 | 4
COc1ccc(NC(=O)N(C)C[C@H]2Oc3ccc(NS(=O)(=O)c4ccccc4)cc3C(=O)N([C@H](C)CO)C[C@@H]2C)cc1 | 9 | 6
OC(c1ccccc1)(c1ccccc1)c1nccc2ccccc12 | 13 | 2
Nc1[nH][nH]c(=O)c1N=Nc1ccccc1 | -3 | -6
CCC(c1nnnn1CC1CCCO1)N(CCN1CCOCC1)Cc1cc2cc(C)ccc2[nH]c1=O (configuration not stated) | 4 | 7
O=C(CSc1nc2[nH]c(=O)cc(O)c2s1)Nc1nncs1 | 11 | 3
Cc1ccc(S(=O)(=O)NCC(=O)OC(C)C(=O)NCc2ccc3c(c2)OCO3)cc1 (configuration not stated) | 2 | 5
O=C(C=Cc1ccccc1)c1c[nH]c2ccccc2c1=O | -14 | -2
N#CC(=C1C=CC(=NO)C(Cl)=C1)c1ccc(Cl)cc1 | 8 | 7
Cc1ccc(S(=O)(=O)N2CCN(C(=O)COC(=O)Cc3ccc(F)cc3)CC2)c(C)c1 | 2 | 13
Cc1c(C(=O)c2ccc3c(c2)OCO3)ccc2c1OCO2 | 6 | 6
O=C(O)C1=NN(c2cc(Cl)c(S(=O)(=O)O)cc2Cl)C(=O)C1 | 2 | 2
COc1ccc(OC)c(C(=O)c2ccc([N+](=O)[O-])cc2)c1 | 3 | 7
CC12CCC3C(CCC4CC(O)CCC43C)C1CC(O)C2 (configuration not stated) | 9 | -6
CCN(CC(=O)Nc1ccc(NC(C)=O)cc1)C(=O)CN1C(=O)NC(C)(c2ccc3ccccc3c2)C1=O (configuration not stated) | 4 | -7
CN(C)CCOC1(Cc2ccc(F)cc2)CCC(C(C)(C)C)CC1 (configuration not stated) | 11 | -2
CCCS(=O)(=O)Nc1ccc(N2CCCCC2)c(S(=O)(=O)Nc2ccccc2OC)c1 | -10 | -4
Cc1ccnc(NC(=O)CCN2C(=O)c3ccccc3S2(=O)=O)n1 | 11 | -2
O=C1CCC(C2CCc3cc(O)ccc3C2)C1 (configuration not stated) | 3 | 3
S=C(Nc1cccc2ccccc12)Nc1cccc2ccccc12 | 5 | -10
O=[N+]([O-])c1ccc(-c2cc(-c3ccncc3)nc3ccc4ccccc4c23)cc1 | 6 | -4
CCN1C(=O)/C(=C2\SC(N3CCOCC3)=NC2=O)c2ccccc21 | 7 | -8
Cc1cc(Cl)ccc1OCc1nnc(-c2ccccc2C)o1 | 3 | 9
CC(=O)Nc1c(C)ccc([N+](=O)[O-])c1C | -3 | -7
CCCCN(C(=O)C1CC(=O)N(c2ccc(CC)cc2)C1)c1c(N)n(CCC)c(=O)[nH]c1=O (configuration not stated) | 3 | 4
CC(C)C(NC(=O)CCN1C(=O)c2ccccc2C1=O)c1ccccc1 (configuration not stated) | 9 | -2
Cc1c(C=NNc2ccccc2)[nH]c(=O)[nH]c1=O | 7 | -5
COC(=O)C1C2CC(C(Br)C2Br)C1C(=O)O (configuration not stated) | -1 | 1
CC(=NNc1ccc([N+](=O)[O-])cn1)c1ccccc1 | 6 | 1
COc1ccccc1C(=O)OCC(=O)NC(=O)NC1CCCCC1 | 0 | 14
CN(Cc1ccccc1)C(=O)c1ccc(NC(=O)Cc2ccc(NC(=O)C3CCN(C(=O)C4CCCCC4)CC3)cc2)cc1 | 13 | -4
COc1ccc(S(=O)(=O)N2CCCCC2)cc1NC(=O)c1cccc(S(=O)(=O)N2CC(C)OC(C)C2)c1 (configuration not stated) | -1 | 0
CC1C(=O)OC(c2ccc(Cl)cc2)C(C)(C)C1=O (configuration not stated) | 5 | -5
O=C(CSc1nnc(SCc2ccccc2)s1)N/N=C/c1c[nH]c2ccccc12 | 4 | 6
COc1ncnc2c1oc1nc(CC(C)C)c3c(c12)CCCC3 | 1 | -5
COc1cccc2c1C(=O)c1c(O)c3c(c(O)c1C2=O)C[C@@](O)(C(=O)CO)C[C@@H]3OC1CC(N)C(O)C(C)O1 (some centres not stated) | 52* | 54*
CC(=O)Nc1cccc(NC(=O)C(=O)Nc2ccc3c(c2)N(C(=O)C2CC2)CCC3)c1 | 3 | 1
CN(CC(=O)Nc1ccccc1Br)CC(=O)NC(c1ccccc1)c1ccccc1 | -3 | -2
Cc1cccc(NC(=O)N2CCc3ccccc3C2)c1C | 0 | -3
COc1ccccc1/C=N/NC(=O)c1cc2c(OC)c(OC)ccc2[nH]1 | 5 | 15

Look-ups from the entries so far:
CC1C(=O)OC(c2ccc(Cl)cc2)C(C)(C)C1=O (configuration not stated) @ PAFAH1B3 FP inh: 5
CC(=NNc1ccc([N+](=O)[O-])cn1)c1ccccc1 @ PAFAH1B3 FP inh: 6
O=C(CSc1nnc(SCc2ccccc2)s1)N/N=C/c1c[nH]c2ccccc12 @ PAFAH2 FP inh: 6
COc1ncnc2c1oc1nc(CC(C)C)c3c(c12)CCCC3 @ PAFAH1B3 FP inh: 1

Records above shown as hits in PAFAH2 FP inh:
smiles | PAFAH1B3 FP inh | PAFAH2 FP inh
COc1cccc2c1C(=O)c1c(O)c3c(c(O)c1C2=O)C[C@@](O)(C(=O)CO)C[C@@H]3OC1CC(N)C(O)C(C)O1 (some centres not stated) | 52* | 54*

Other structures follow:
smiles | PAFAH1B3 FP inh | PAFAH2 FP inh
Cn1cccc1C(=O)NCc1ccccn1 | 3 | 5
COc1ccc(NS(=O)(=O)c2cccc(C(=O)NNC(=O)CNC(=O)c3ccccc3Cl)c2)cc1 | 4 | -7
Cc1nc(-c2ccc([N+](=O)[O-])cc2)nc2[nH]ccc(=O)c12 | 3 | 8
Cc1ccc(C2=NNC(=Nc3ccc(F)cc3)SC2)cc1 | -5 | 4
FC(F)Oc1ccc(NC(=S)NC2CCSc3ccccc32)cc1 (configuration not stated) | 6 | -11
O=S(=O)(O)c1cc(Cl)cc(N=Nc2ccc(O)cc2O)c1O | 26* | 35*
CC(C)CSc1ccc(S(=O)(=O)NCC(=O)O)cc1[N+](=O)[O-] | 1 | 2
COc1ccc(CCc2cc(OC)c(OC)c(OC)c2)cc1 | 5 | 2
Clc1ccc(C(c2nnnn2C2CCCCC2)N(Cc2cccnc2)Cc2ccco2)cc1 (configuration not stated) | 7 | -6
O=C(C(Br)=Cc1ccccc1)c1ccccc1 | -5 | 10
COc1ccc(OC(=O)N2C/C(=C/c3ccccc3)C(=O)/C(=C\c3ccccc3)C2)cc1 | -4 | -1
COc1cc(C2c3cc4c(cc3CC3COC(=O)N32)OCO4)cc(OC)c1OC (configuration not stated) | 0 | -4
COc1ccc(C(=O)Nc2ccc(NC(=O)c3ccccn3)cn2)cc1 | 3 | -7
CC1CCN(C(=O)COC(=O)c2c[nH]c3ccccc23)CC1 | -3 | 9
CCNc1cc2c(cc1O)CCC1C2CCC2(C)C(O)CCC12 (configuration not stated) | 13 | 3
COCCNc1nc(N)c([N+](=O)[O-])c(Nc2ccc(F)cc2)n1 | 5 | -2
CCOc1ccc(S(=O)(=O)N2CCN(C(=O)c3cc(S(=O)(=O)N4CCOCC4)ccc3C)CC2)cc1 | -5 | -3
CCCCn1c(N)c(N(CCC(C)C)C(=O)COC(=O)c2cccnc2SC)c(=O)[nH]c1=O | 0 | 1

These rows are one share of the data; count on the stated rates, not on these rows.
